Epigenetic reg – Quantitative High-Throughput Screen for Regulators of Epigenetic Control; murine LDR cells, GFP reporter derepression, 30 h; Potency, µM (top dose mostly 53.9 µM), inactives show at the top dose GFP activation, hits mostly activators; hit rate 0.2% among 280,000; also: potency is read from the fitted curve at half-maximal effect; % of control where 0% means no effect; nearly all actives have a fitted effect of over 60% in size
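GFP-positive cell count by laser-scanning cytometry (objects 20–120 um) after 30 h, 37 C compound exposure of murine LDR cells; reporter is CMV-GFP integrated at a silenced locus, inducible by HDAC or DNMT inhibitors.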
Tau FP inhib – qHTS for Inhibitors of Tau Fibril Formation, Fluorescence Polarization; Microtubule-associated protein tau (Homo sapiens), P10636; K18 P301L tau heparin fibrillization, Alexa594 FP, 6 h; Potency, µM (titrated, usually from 57.7 µM), without a hit: at the top dose activity, negative = inhibition, actives largely listed as inhibitors; hit rate 0.39% among 280,000; AID 1468, 2008; also: potency is read from the fitted curve at half-maximal effect; % is scaled to controls: 0 for no effect and ±100 for the full control effect; nearly all actives have a fitted effect of over 55% in size
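Steps: dispense K18 P301L tau (15 uM plus 0.24 uM Alexa 594 tracer, final) in pH 7 sodium acetate; add compound; add heparin (20 uM final); incubate 6 hr, 37 C; add ThT (30 uM final); after 1 hr ambient, read FP.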
TRb SRC2 PPI – qHTS for Inhibitors of the Interaction of Thyroid Hormone Receptor and Steroid Receptor Coregulator 2. AID 1469, 2008. Potency, µM (top dose mostly 106 µM), inactives show at the highest dose activity change, negative = inhibition, actives largely listed as inhibitors. TRbeta-SRC2 peptide binding, fluorescence polarization; receptor liganded with 1 µM T3. Thyroid hormone receptor beta (Homo sapiens), P10828. hit rate 0.065% among 280,000;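 also: potency is read from the fitted curve at half-maximal effect; plate controls were bound peptide for no effect and peptide without receptor for full effect; nearly all actives have a fitted effect of over 50% in size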
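Polarization signal, normalized between peptide-alone and full complex controls, measured compound effects on T3-liganded human TRb LBD (0.6 uM) binding 20 nM Texas Red SRC2 peptide after 5 hr.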
aGal spleen mod – qHTS Assay for Inhibitors and Activators of Human alpha-Galactosidase From Spleen Homogenate. Alpha-galactosidase A (Homo sapiens), P06280. human spleen homogenate, 4MU-alpha-Gal fluorescence, 40 min. Potency, µM (top dose mostly 80 µM), inactives show at the top dose activity change, negative = inhibition, actives largely listed as inhibitors. hit rate 0.008% among 240,000;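 also: potency is read from the fitted curve at half-maximal effect; 0% = enzyme with vehicle and -100% = no enzyme basal signal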
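Fluorogenic readout (Ex 365/Em 440 nm) of 4-methylumbelliferone released from 1 mM 4-MU-alpha-galactoside by spleen homogenate, 40 min at 37C, pH 5.0. Data normalized to no-enzyme and enzyme controls; Hill-equation AC50 from compound titrations.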
NPSR antagonist – qHTS Assay for Antagonists of the Neuropeptide S Receptor: cAMP Signal Transduction. CHO-NPSR cells, cAMP TR-FRET, antagonist mode. Potency, µM (series often up to 38.3 µM), for inactives: top-dose activity change, negative = inhibition, hits mostly inhibitors. hit rate 1% among 220,000. AID 1461, 2008. Q6W5P4; also: potency is read from the fitted curve at half-maximal effect; % is scaled to controls: 0 for no effect and ±100 for the full control effect; nearly all actives have a fitted effect of over 50% in size; many of its hits are not listed in these tables
Target sequence (Q6W5P4 whole entry, looked up): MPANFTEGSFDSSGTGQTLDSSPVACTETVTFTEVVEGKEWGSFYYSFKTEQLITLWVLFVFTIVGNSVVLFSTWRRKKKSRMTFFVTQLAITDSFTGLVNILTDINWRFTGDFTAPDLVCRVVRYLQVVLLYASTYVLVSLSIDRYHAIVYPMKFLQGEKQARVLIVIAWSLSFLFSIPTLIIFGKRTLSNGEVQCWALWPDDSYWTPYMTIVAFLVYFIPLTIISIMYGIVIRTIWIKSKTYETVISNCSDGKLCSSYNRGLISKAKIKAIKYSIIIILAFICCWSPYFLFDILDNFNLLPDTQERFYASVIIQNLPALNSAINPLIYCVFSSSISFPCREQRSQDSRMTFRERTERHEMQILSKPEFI
Tau fluor cs – Counterscreen qHTS for Inhibitors of Tau Fibril Formation, Fluorescence Polarization | Potency, µM (titrated, usually from 57.7 µM), for inactives: at the highest dose activity change, negative = decrease | hit rate 0.93% among 280,000 | tau K18 P301L (four-repeat tau fragment) Alexa594 fluorescence, heparin fibrillization; also: potency is read from the fitted curve at half-maximal effect; % is scaled to controls: 0 for no effect and ±100 for the full control effect; nearly all actives have a fitted effect of over 55% in size
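Human K18 P301L tau (15 uM unlabeled plus 0.24 uM Alexa 594-labeled, final) in 100 mM sodium acetate pH 7 was mixed with compound and 20 uM heparin and incubated 6 hr at 37 C.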
TR SRC2 fluor cs – Total Fluorescence Counterscreen for Inhibitors of the Interaction of Thyroid Hormone Receptor and Steroid Receptor Coregulator 2. Potency, µM (doses to about 106 µM), for inactives: at the top dose fluorescence change, negative = quenching. TRb/SRC2 Texas Red total fluorescence interference. hit rate 0.29% among 280,000; active = well fitted curve in either direction with a large enough effect; inconclusive = small, poorly fitted or top-dose-only effect; also: potency is read from the fitted curve at half-maximal effect; % is scaled to controls: 0 for no effect and ±100 for the full control effect
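Human TRb ligand-binding domain at 0.6 uM with 20 nM Texas Red SRC2 peptide in Tris buffer containing 1 uM T3 and 5% DMSO, incubated with compound 5 h at ambient temperature. Total fluorescence (555/632 nm) calculated as parallel + 2 × perpendicular.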
CBFb-RUNX1 inh – qHTS Assay for Compounds Blocking the Interaction Between CBF-beta and RUNX1 for the Treatment of Acute Myeloid Leukemia; 230,000 tested, under 10 active; AlphaScreen CBFb-His/RUNX1-biotin binding, biochemical; Runt-related transcription factor 1 (Homo sapiens) + Core-binding factor subunit beta …; AID 1477, 2009; Potency, µM (doses to about 59.8 µM), without a hit: top-dose activity, negative = inhibition, actives largely listed as inhibitors; also: % of control where 0% means no effect
Target sequence (Q01196 whole entry, looked up): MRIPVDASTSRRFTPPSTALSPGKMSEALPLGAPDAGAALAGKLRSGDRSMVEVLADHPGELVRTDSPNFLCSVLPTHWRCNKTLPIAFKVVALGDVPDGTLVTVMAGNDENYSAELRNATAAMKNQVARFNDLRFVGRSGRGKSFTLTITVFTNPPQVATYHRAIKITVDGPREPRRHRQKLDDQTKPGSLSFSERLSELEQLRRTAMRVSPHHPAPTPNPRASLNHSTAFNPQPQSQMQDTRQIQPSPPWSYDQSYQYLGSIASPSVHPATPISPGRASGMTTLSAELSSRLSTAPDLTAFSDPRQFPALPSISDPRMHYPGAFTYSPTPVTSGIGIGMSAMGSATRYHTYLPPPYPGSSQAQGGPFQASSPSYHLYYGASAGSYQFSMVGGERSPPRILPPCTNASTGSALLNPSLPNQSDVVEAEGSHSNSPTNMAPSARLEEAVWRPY
Target sequence (Q13951 whole entry, looked up): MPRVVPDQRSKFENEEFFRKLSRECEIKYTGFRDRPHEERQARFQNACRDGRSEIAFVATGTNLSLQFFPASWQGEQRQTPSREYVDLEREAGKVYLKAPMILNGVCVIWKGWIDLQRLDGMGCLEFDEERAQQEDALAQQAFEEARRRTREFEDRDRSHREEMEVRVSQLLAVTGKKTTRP
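AlphaScreen proximity signal reports loss of binding between His-tagged CBF-beta and biotin-labelled RUNX1, each at 30 nM. Proteins are pre-associated for 20 minutes, compounds added for 15 minutes, then beads for 90 minutes, all at ambient temperature.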
Active calls of the source: *; ? = inconclusive; . = not tested or not shown; [ ] = dose if it differs, or a comment. Unless noted, calls follow the shape of the dose curve; as a rule, active = well fitted curve in the direction sought with a large enough effect; inconclusive = small, poorly fitted or top-dose-only effect, or another doubt; inactive = no such curve, though single readings can be large; an effect the other way counts as inactive or inconclusive. Some of the compounds tested; count on the stated rates, not on these rows.

The first 3 records (preview)
No.	mol	Epigenetic reg	Tau FP inhib	TRb SRC2 PPI	aGal spleen mod	NPSR antagonist	Tau fluor cs	TR SRC2 fluor cs	CBFb-RUNX1 inh
1	CCCOC(=O)C1=C(C)NC2=C(C(=O)CCC2)C1c1cccs1 (stereo not given)	5.2%	-1%	-6%	2%	-8%[46.1 µM]	-3%	0%	7%
2	O=S(=O)(Nc1ccccc1)c1ccc(Oc2ncc(C(F)(F)F)cc2Cl)cc1	8.5%	?	-6%	8%	?	?	-5%	24%
3	C=CCNC(=S)NCCCCC1NC(=S)N(CC=C)C1=O (stereo not given)	0.0%	-10%	4%	-2%	4%[46.1 µM]	-7%	-26%	3%

This part in full (from the top)
No.	mol	Epigenetic reg	Tau FP inhib	TRb SRC2 PPI	aGal spleen mod	NPSR antagonist	Tau fluor cs	TR SRC2 fluor cs	CBFb-RUNX1 inh
1	CCCOC(=O)C1=C(C)NC2=C(C(=O)CCC2)C1c1cccs1 (stereo not given)	5.2%	-1%	-6%	2%	-8%[46.1 µM]	-3%	0%	7%
2	O=S(=O)(Nc1ccccc1)c1ccc(Oc2ncc(C(F)(F)F)cc2Cl)cc1	8.5%	?	-6%	8%	?	?	-5%	24%
3	C=CCNC(=S)NCCCCC1NC(=S)N(CC=C)C1=O (stereo not given)	0.0%	-10%	4%	-2%	4%[46.1 µM]	-7%	-26%	3%
4	O=C(CCn1c(=S)oc2ccccc21)NC1CCCCCC1	0.5%	2%	3%	-5%	-28%	-4%	-1%	4%
5	N#CNc1nc(O)cc(=O)[nH]1	1.1%	-16%	-3%	-4%	-25%	-16%	-1%	14%
6	COc1nc2ccccc2nc1CCC(=O)O	-0.3%	3%	2%	4%	-11%	10%	-2%	-2%
7	COc1ccc(NC(=O)C2CC(=O)N(C)C(=Nc3ccc4c(c3)OCO4)S2)cc1 (stereo not given)	-4.6%	-4%	-6%	2%	-14%[46.1 µM]	-24%	1%	3%
8	C=CCNC(=O)c1cc2c(=O)n3cc(C)ccc3nc2nc1NCC1CCCO1 (stereo not given)	0.0%	?	-4%	?	11%[46.1 µM]	-10%	-7%	0%
9	Cc1n[nH]c(=S)c2nn(-c3ccccc3)c(C)c12	-1.2%	9%	-4%	-6%	?	2%	3%	1%
10	Cc1ccc(N(CC(=O)Nc2ccccc2-c2ccccc2)S(=O)(=O)c2ccccc2)cc1	-2.3%	5%	-13%	-1%	-27%[46.1 µM]	-19%	-3%	1%
11	COc1ccc(N2CC(C(=O)Nc3cc(C)ccn3)CC2=O)cc1 (stereo not given)	0.1%	-2%	1%	-1%	-5%	-7%	-5%	0%
12	O=C(Nc1cnn(Cc2ccc(F)cc2)c1)c1cc2nc(-c3ccco3)cc(C(F)(F)F)n2n1	-3.7%	-2%	-6%	-3%	-13%[46.1 µM]	-3%	0%	-1%
13	CCSc1nnc(NC(=O)[C@@H](NC(=O)c2cccc(C)c2)C(C)C)s1	0.0%	3%	0%	-4%	-13%	-3%	6%	-1%
14	CCn1c(=O)c2cc(C(=O)NCCc3ccc(OC)c(OC)c3)sc2c2ccccc21	4.4%	-5%	1%	.	.	-11%	-7%	.
15	O=c1c2ccccc2nnn1Cc1cccc2ccccc12	-1.1%	-12%	5%	-2%	-37%	?	-2%	14%
16	O=C(CSc1nc2[nH]ncc2c(=O)n1-c1ccccc1Br)NCc1ccco1	1.1%	5%	17%	12%	-11%[46.1 µM]	5%	0%	?
17	COC(=O)c1cccc(NC(=O)/C=C/c2ccc3c(c2)OCO3)c1	-1.8%	?	5%	1%	5%	?	-2%	12%
18	COC(=O)c1sccc1NS(=O)(=O)c1ccc(OC)cc1	2.9%	11%	-16%	-1%	1%[46.1 µM]	-3%	-1%	6%
19	CN1CCN(C(=O)c2ccc3c(c2)S(=O)(=O)c2ccccc2C3=O)CC1	-2.7%	1%	0%	-1%	16%	4%	-1%	3%
20	C=CCOc1ccc(C2OC34CCCCC3C(C#N)(C#N)C2(C#N)C(=N)O4)cc1 (stereo not given)	-0.7%	-11%	3%	29%	-1%[46.1 µM]	-16%	2%	-6%
21	Cn1c(=O)c2sccc2n2c(CCCC(=O)NC3CCCCC3)nnc12	?	-1%	4%	.	.	2%	-2%	.
22	CCN(CC)c1ccc2c(c1)oc(=O)c1c(Cl)cc(=O)oc12	8.9µM*	-8%	1%	-20%	4µM*	-27%	-11%	?
23	Cc1cc(=O)[nH]c2nnc(SCc3ccc(Cl)cc3Cl)n12	-0.2%	-7%	-8%	.	.	2%	-2%	.
24	O=C(Nc1cc([N+](=O)[O-])ccc1N1CCCC1)c1ccccc1	2.4%	-10%	-1%	-7%	-23%	-4%	-2%	-5%

Additional results:
Below each compound: Epigenetic reg, Tau FP inhib, TRb SRC2 PPI, aGal spleen mod, NPSR antagonist, Tau fluor cs, TR SRC2 fluor cs, CBFb-RUNX1 inh
[25] COc1ccc(OC)c(C2CC(=O)N3CN(c4cccc(Cl)c4C)CSC3=C2C#N)c1 (stereo not given)
  -0.2%, 32µM*, 4%, -7%, -11%[46.1 µM], ?, -1%, -10%
[26] COc1ccc(C2c3c(ccc4ccccc34)Oc3ncn4nc(Cc5ccc(OC)c(OC)c5)nc4c32)cc1 (stereo not given)
  2.1%, -3%, -6%, 5%, -5%[46.1 µM], -7%, 1%, -6%
[27] Cc1nc(-c2cn[nH]c2)c2cc(C)oc2n1
  -7.1%, -1%, 7%, 1%, 20%[46.1 µM], 0%, 0%, 2%
[28] COCC(C)NC(=O)c1cnn2c(C(F)F)cc(-c3ccccc3)nc12 (stereo not given)
  7.7%, 6%, -6%, ., ., -6%, 0%, .
[29] O=C(/C=C/c1ccc(Cl)cc1)NCCSc1ccccc1
  -1.2%, -9%, -14%, -3%, -18%[46.1 µM], -11%, 0%, 7%
[30] Cc1ccc2nc(C3CCN(C(=O)c4ccco4)CC3)[nH]c2c1
  0.0%, 6%, 2%, -16%, -21%[46.1 µM], 6%, -6%, 8%
[31] O=C(c1ccccc1Cl)N(Cc1ccc(Br)cc1)N1C(=O)CCCC1=O
  -1.4%, 6%, 7%, 15%, -13%, -9%, -2%, -3%
[32] CCN1CCN(C(=O)C23CCC(C)(C(=O)C2Br)C3(C)C)CC1 (stereo not given)
  0.0%, -1%, 7%, -2%, 13%, 1%, -1%, -1%
[33] COc1ccc(CC(=O)OCc2cc3ccc(C)cc3[nH]c2=O)cc1
  1.4%, -3%, 2%, -1%, -8%[46.1 µM], -8%, 0%, -8%
[34] O=c1c(Cl)c(N2CCN(c3ccc(F)cc3)CC2)cnn1C12CC3CC(CC(C3)C1)C2
  -0.1%, -2%, -21%, -24%, -52%, -4%, -1%, -7%
[35] Cc1ccc(C)c(NC(=O)CSc2nnc(CNC(=O)c3ccccc3)n2-c2ccccc2)c1
  -1.1%, 1%, -1%, ., ., -3%, 0%, .
[36] CCN(CC)C(=O)Cn1c(=O)nc(-c2ccccc2F)c2cc(Cl)ccc21
  0.7%, 0%, -4%, ., ., 4%, -2%, .
[37] COc1ccc(/C=C/C(=O)OCC(=O)Nc2cccc(C(C)=O)c2)cc1
  0.0%, -7%, 5%, 6%, 12%, -16%, 0%, -1%
[38] CCN(CC)Cc1c(O)c(Cl)cc2c(C)c(C)c(=O)oc12
  0.9%, 2%, 1%, ?, 0%[46.1 µM], -6%, 0%, -3%
[39] CCCn1c(C)cc(C(=O)COC(=O)c2ccc(Cl)c(S(=O)(=O)N3CCCC3)c2)c1C
  -0.9%, 5%, -4%, 7%, -20%[46.1 µM], -16%, -2%, ?
[40] COc1ccc(CC(=O)NCCc2csc(-c3cccc(F)c3)n2)cc1OC
  0.0%, 0%, 2%, ., ., -12%, -3%, .
[41] CCc1ccc(C(=O)c2cn(CC(=O)Nc3ccc(C)c(C)c3)c3ccccc3c2=O)cc1
  -0.2%, -18%, 0%, ., ., -19%, 1%, .
[42] COC(=O)c1cc(Br)c(=O)n(-c2ccc(F)cc2)c1
  0.1%, -4%, 2%, -1%, -7%[46.1 µM], -5%, -1%, 3%
[43] Cc1ccnc(NC(=O)c2ccc(N3C(=O)CCC3=O)cc2)c1
  -0.9%, 4%, -1%, 6%, 3%[46.1 µM], 7%, -4%, 5%
[44] CCOC(=O)C1=C(C)NC2=C(C(=O)CCC2)C1c1ccc(O)c(OCC)c1 (stereo not given)
  -2.0%, 0%, 9%, -2%, 3%, -4%, -7%, 2%
[45] O=C(Nc1cccc2cccc(NC(=O)c3ccco3)c12)c1ccco1
  0.0%, 1%, 9%, -3%, 2%[46.1 µM], -28%, -5%, -9%
[46] Cc1cnn(CCC(=O)NNC(=S)Nc2cccc(Cl)c2)c1
  3.8%, 4%, -12%, 1%, -8%[46.1 µM], -7%, -3%, -2%
